High-throughput results as filed in PubChem.
Abeta rescue: restores growth of yeast expressing A-beta42 peptide; yeast expressing A-beta42, growth rescue, OD600, 48 h; response scale: 0% DMSO, 100% iron-clioquinol control; AID 1347071; 0.063% of 410,000 active; Potency, µM (doses to about 46.1 µM), inactives show at the highest dose growth rescue, usual class: activators; note: potency is the fitted concentration of half-maximal effect; nearly all actives have a fitted effect of over 55% in size
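Yeast growth medium received pinned compounds, then yeast cells expressing toxic A-beta were added; plates incubated at 30 C for 48 hr. Growth read as absorbance at 600 nm, normalized to DMSO and equimolar FeCl3 plus clioquinol controls.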
pAkt inh: inhibitors of Akt phosphorylation. 0.32% of 360,000 active. activity change, % for hits at 50 µM. Neuro2A IGF-stimulated pAkt S473 HTRF, 20 min; hits give low values; in the data active = activity change below about -80%; inconclusive = mostly about -51% to -80%; note: % is set by controls: 0 for no effect and ±100 for the full control effect
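Neuro2A cells in DMEM with 0.5% FBS, overnight at 37 deg C, given compound at single 50 µM final, then IGF (6 nM final) for 20 min at 37 deg C. Lysed; phospho-Akt Ser473 by HTRF after 24 h, 665/615 ratio.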
HepG2 viability: HepG2 cytotoxicity, counter-screen for TGF-b inhibitors. HepG2 CAGA-GFP viability, ATP luminescence, 18 h. Potency, µM (top dose mostly 46.1 µM), for inactives: at the highest dose activity change, negative = cytotoxicity, usual class: cytotoxic. 0.76% of 410,000 active; note: potency is the fitted concentration of half-maximal effect; some results filed as inactive show a strong effect at the top dose
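HepG2 CAGA-GFP cells (1000/well, DMEM with 1% FBS) received compound, then TGF-beta at 500 pg/mL final, and were incubated 18 hours at 37 degrees C. Viability was read by CellTiter-Glo luminescence. Media-only wells were set as complete cell-killing and DMSO as no toxicity.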
A549 viability: kills or reduces viability of A549 cells in Nrf2 counter-screen; A549 ARE-Fluc cells, CellTiter-Fluor viability, 18-24 h; Potency, µM (top dose mostly 46 µM), without a hit: at the highest dose activity change, negative = cytotoxicity, actives largely listed as inhibitors; 0.16% of 390,000 active; AID 504648; note: potency is the fitted concentration of half-maximal effect; % is set by controls: 0 for no effect and ±100 for the full control effect
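A549 ARE_Fluc cells in 5% FBS OPTI-MEM were exposed to compounds in concentration-response for 18-24 h at 37 deg C. Viability was read by CellTiter-Fluor fluorescence (Ex 405/Em 525) after 30 min, before the luciferase read.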
TGFb inhibitor: blocks TGF-b signaling; AID 588855; Potency, µM (titrated, usually from 46.1 µM), inactives show at the top dose activity, negative = inhibition, hits mostly inhibitors; 1.2% of 410,000 active; HepG2 CAGA-GFP TGF-b/SMAD3 reporter, GFP fluorescence, 18 h; TGF-beta stimulated, 500 pg/mL final; note: potency is the fitted concentration of half-maximal effect; % is set by controls: 0 for no effect and ±100 for the full control effect; nearly all actives have a fitted effect of over 65% in size
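Cell-based qHTS in HEPG2 carrying a CAGA-GFP Smad reporter; compounds added before 500 pg/mL final TGF-beta, 18 h incubation at 37 degrees C, GFP fluorescence quantified per cell by imaging cytometry.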
CCT chaperon mod: modulators of cytosolic chaperonin (CCT/TRiC) activity; purified chaperonin ATPase assay, HTRF ADP detection, 30 min; activity change, % (test concentration not listed), hits read low; 0.3% of 360,000 active; AID 651819; in the data active = activity change below about -30%; note: % is set by controls: 0 for no effect and ±100 for the full control effect
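Enzyme 40 or 20 nM (batch-dependent) in Tris pH 7.4/KCl/MgCl2/DTT; cpd 76 uM single point; ATP 10 uM; 30 min 37 °C; Transcreener ADP HTRF detection, 30 min RT; ratio 665/615.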
Nrf2 block: Nrf2 pathway inhibition; AID 504444; Potency, µM (titrated, usually from 46 µM), for inactives: at the top dose activity change, negative = inhibition, most hits filed as inhibitors; A549 ARE-Fluc reporter, luciferase luminescence, 18-24 h; 2.1% of 360,000 active; note: potency is the fitted concentration of half-maximal effect; % is set by controls: 0 for no effect and ±100 for the full control effect; nearly all actives have a fitted effect of over 60% in size
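In this cell-based qHTS, ARE-driven firefly luciferase in A549 cells reports Nrf2 activity; the luminescent signal after BugLite lysis is the measured value, with a prior CellTiter-Fluor read for cell health.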
Nrf2 activator: activators of Nrf2 (ARE) signaling; AREc32 ARE-luciferase reporter (MCF7-derived line), luminescence, 24 h; Potency, µM (doses to about 46.1 µM), inactives show at the top dose activation, most hits filed as activators; 0.31% of 410,000 active; AID 624171; note: potency is the fitted concentration of half-maximal effect; % of control where 0% means no effect; nearly all actives have a fitted effect of over 65% in size
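Luminescent ARE reporter assay in AREc32_Fluc cells: overnight plating at 37 deg C, 24 hr compound incubation, Steady-Glo added, 30 min RT before reading.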
MmCpn inh: inhibitors of Methanococcus maripaludis chaperonin (MmCpn); purified Mm-Cpn ATPase, ADP Transcreener TR-FRET; Potency, µM (highest dose often 76.9 µM), without a hit: at the highest dose activity, negative = inhibition, most hits filed as inhibitors; 0.031% of 330,000 active; AID 504842; note: potency is the fitted concentration of half-maximal effect; % is set by controls: 0 for no effect and ±100 for the full control effect; nearly all actives have a fitted effect of over 80% in size
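Measured: ADP formation by purified Mm-CPN. Conditions: 25 nM protein, 10 uM ATP, Tris pH 7.4 with Mg2+, K+ and DTT, 37°C for 30 min. Detection: Transcreener HTRF after 30 min at room temperature.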
Active calls of the source: *; [ ] = dose if it differs, or a comment. Unless noted, calls come from the whole dose curve; as a rule, active = well fitted curve in the direction sought with a large enough effect; inconclusive = small, poorly fitted or top-dose-only effect, or another doubt; inactive = no such curve, though single readings can be large; an effect the other way counts as inactive or inconclusive. Rows were taken by chance; overall some 4.3% were active at least once.

The first two entries (preview)
`Nc1nc(COc2ccc(F)cc2)nc(N2CCCCC2)n1` gave Abeta rescue 5%, pAkt inh inactive, HepG2 viability 3%, A549 viability 11%, TGFb inhibitor inconclusive, CCT chaperon mod -1.2, Nrf2 block 8%, Nrf2 activator 0.1% and MmCpn inh -5%.
Cc1cc(C)c(Cc2c(C)nc3c(C(=O)NCc4ccco4)cnn3c2C)c(C)c1 was read as Abeta rescue 7%, pAkt inh inactive, HepG2 viability -93%, A549 viability inconclusive, TGFb inhibitor -14%, CCT chaperon mod -0.8, Nrf2 block 18µM*, Nrf2 activator 10% and MmCpn inh 1%.

All compounds of this part, previewed entries included:
`Nc1nc(COc2ccc(F)cc2)nc(N2CCCCC2)n1` gave Abeta rescue 5%, pAkt inh inactive, HepG2 viability 3%, A549 viability 11%, TGFb inhibitor inconclusive, CCT chaperon mod -1.2, Nrf2 block 8%, Nrf2 activator 0.1% and MmCpn inh -5%.
Cc1cc(C)c(Cc2c(C)nc3c(C(=O)NCc4ccco4)cnn3c2C)c(C)c1 was read as Abeta rescue 7%, pAkt inh inactive, HepG2 viability -93%, A549 viability inconclusive, TGFb inhibitor -14%, CCT chaperon mod -0.8, Nrf2 block 18µM*, Nrf2 activator 10% and MmCpn inh 1%.
Screening CC(=O)Nc1ccc(S(=O)(=O)N2N=NC3C2C2CC4C3(CN(C(=O)OC(C)(C)C)S4(=O)=O)O2)cc1 (stereo not given) returned HepG2 viability -8%, A549 viability 4%, TGFb inhibitor -25% and Nrf2 block 11%.
For Cc1cc(Cl)nc(Cl)c1C(=O)NCc1ccc(Cl)cc1 the results were Abeta rescue -56%[inhibitor], pAkt inh inactive, HepG2 viability -4%, A549 viability 6%, TGFb inhibitor 2%, CCT chaperon mod 0.0, Nrf2 block -1%, Nrf2 activator 0.5% and MmCpn inh -2%.
`COc1ccc(S(=O)(=O)N(CC(=O)NCC2CCCO2)Cc2ccccc2)cc1` (stereo not given) gave Abeta rescue 11%, pAkt inh inactive, HepG2 viability 2%, A549 viability -3%, TGFb inhibitor -3%, CCT chaperon mod -4.2, Nrf2 block -9%, Nrf2 activator -0.2% and MmCpn inh -4%.
`N#CCCn1cc(C(=O)CN2C(=O)NC3(CCc4ccccc43)C2=O)c2ccccc21` (stereo not given) gave Abeta rescue 2%, pAkt inh inactive, HepG2 viability -12%, TGFb inhibitor 9%, CCT chaperon mod 0.5 and Nrf2 activator 7.5%.
For COc1ccc(NS(=O)(=O)c2cc(NC(=O)CC3CCCC3)ccc2N2CCOCC2)cc1 the results were Abeta rescue 5%, pAkt inh inactive, HepG2 viability 0%, A549 viability -21%, TGFb inhibitor -2%, CCT chaperon mod -0.9, Nrf2 block inconclusive, Nrf2 activator -0.3% and MmCpn inh 1%.
Cc1ccc(C)c(NC(=O)C(Sc2nc3ccc(C)cc3[nH]2)c2ccccc2)c1 (stereo not given) was read as Abeta rescue 10%, pAkt inh inactive, HepG2 viability -29%, A549 viability -1%, TGFb inhibitor -20%, CCT chaperon mod 2.1, Nrf2 block inconclusive, Nrf2 activator -0.5% and MmCpn inh -2%.
Screening Cc1ccc(S(=O)c2ccc(NC(=O)C3CC3)cc2C#N)cc1 (stereo not given) returned Abeta rescue -5%, pAkt inh inactive, HepG2 viability -12%, A549 viability -3%, TGFb inhibitor -3%, CCT chaperon mod -1.2, Nrf2 block inconclusive, Nrf2 activator 1.9% and MmCpn inh 0%.
Screening CCN1CCN(c2cc(C)c3cc(NC(=O)Cc4ccc(OC)c(OC)c4)ccc3n2)CC1 returned Abeta rescue -16%, pAkt inh inactive, HepG2 viability -41%, A549 viability 10%, TGFb inhibitor 8%, CCT chaperon mod -0.3, Nrf2 block 9%, Nrf2 activator 6.8% and MmCpn inh 0%.
For CCOP(=O)(OCC)C(NC(=O)c1cc([N+](=O)[O-])cc([N+](=O)[O-])c1)C(F)(F)F (stereo not given) the results were Abeta rescue 21%, pAkt inh inactive, HepG2 viability -3%, A549 viability -14%, TGFb inhibitor -3%, CCT chaperon mod 0.0, Nrf2 block -5%, Nrf2 activator 5.7% and MmCpn inh -4%.
For NC1=NC(=O)/C(=C\C=C\c2ccccc2)S1 the results were Abeta rescue 2%, pAkt inh inactive, HepG2 viability 7%, A549 viability -3%, TGFb inhibitor 10%, CCT chaperon mod -3.1, Nrf2 block 5%, Nrf2 activator 3.8% and MmCpn inh 2%.
For CCC1(CC)NC(=O)N(CC(=O)OC(C)C(=O)Nc2ccc(Cl)cn2)C1=O (stereo not given) the results were Abeta rescue -1%, pAkt inh inactive, HepG2 viability -21%, A549 viability 1%, TGFb inhibitor -3%, CCT chaperon mod 3.8, Nrf2 block 26%, Nrf2 activator 0.6% and MmCpn inh 0%.
For O=C(C1CCC1)N1CCc2cc(S(=O)(=O)NCc3cccnc3)ccc21 the results were Abeta rescue 15%, pAkt inh inactive, HepG2 viability -29%, A549 viability -13%, TGFb inhibitor 3%, CCT chaperon mod -0.9, Nrf2 block inconclusive, Nrf2 activator -0.3% and MmCpn inh 0%.
`Cc1cccc2c1-c1sc(C(=O)NCCCN3CCC(C)CC3)cc1CO2` gave Abeta rescue -3%, pAkt inh inactive, HepG2 viability -65%, A549 viability -14%, TGFb inhibitor inconclusive, CCT chaperon mod 0.6, Nrf2 block 1%, Nrf2 activator 5.6% and MmCpn inh -6%.
For Cc1c(Cl)cccc1-n1ncc(C(=O)NCc2cccs2)c1C1CCN(C(=O)OC(C)(C)C)CC1 the results were Abeta rescue inconclusive, HepG2 viability -18%, A549 viability -17%, TGFb inhibitor -3%, Nrf2 block inconclusive and Nrf2 activator -0.1%.
Cc1cccc(N(C)S(=O)(=O)c2nnc(NC(=O)C(C)(C)C)s2)c1 was read as Abeta rescue -5%, HepG2 viability -13%, A549 viability 3%, TGFb inhibitor -44%, Nrf2 block inconclusive and Nrf2 activator 0.9%.
For CC1=NNC(=O)C1CC(=O)N/N=C/c1ccc(C)o1 (stereo not given) the results were Abeta rescue -1%, pAkt inh inactive, HepG2 viability -14%, A549 viability -7%, TGFb inhibitor 3%, CCT chaperon mod -2.7, Nrf2 block -3%, Nrf2 activator -0.9% and MmCpn inh 1%.
For O=C1N(Cc2ccccc2)c2ccc(Cl)cc2C12OCCO2 the results were Abeta rescue -11%, pAkt inh inactive, HepG2 viability -11%, A549 viability -1%, TGFb inhibitor 7%, CCT chaperon mod 1.1, Nrf2 block 23%, Nrf2 activator -0.6%[9.22 µM] and MmCpn inh 0%.
Screening CC1CCCCC1NC(=O)Cn1c(=O)cnc2ccccc21 (stereo not given) returned Abeta rescue 16%, pAkt inh inactive, HepG2 viability 1%, A549 viability 2%, TGFb inhibitor 26%, CCT chaperon mod -2.2, Nrf2 block 22%, Nrf2 activator 0.3% and MmCpn inh -5%.
For CCCc1nn(C)c2c(=O)[nH]c(-c3cc(S(=O)(=O)Nc4ccc(NC(C)=O)cc4)ccc3OCC)nc12 the results were Abeta rescue -9%, pAkt inh inactive, HepG2 viability -30%, A549 viability -20%, TGFb inhibitor -12%, CCT chaperon mod 1.8, Nrf2 block -17%, Nrf2 activator 4.9% and MmCpn inh 1%.
CSc1ccc(Cl)c(C(=O)Nc2ccc(OCC(N)=O)cc2)c1 was read as Abeta rescue -24%, pAkt inh inactive, HepG2 viability -37%, A549 viability 8%, TGFb inhibitor -10%, CCT chaperon mod -1.2, Nrf2 block inconclusive, Nrf2 activator -0.3% and MmCpn inh 1%.
COc1ccccc1/C=C/C(=O)N1CCCC1 was read as Abeta rescue -4%, pAkt inh inactive, HepG2 viability 6%, A549 viability 0%, TGFb inhibitor 14%, CCT chaperon mod -3.8, Nrf2 block 1%, Nrf2 activator 2.2% and MmCpn inh 1%.
For Cc1[nH]n(-c2ccccc2)c(=O)c1C=Nc1cccc(F)c1 the results were Abeta rescue 13%, pAkt inh inactive, HepG2 viability -27%, A549 viability 1%, TGFb inhibitor 9%, CCT chaperon mod -9.5, Nrf2 block 16%, Nrf2 activator 4.8% and MmCpn inh 2%.
Screening COc1ccc(S(=O)(=O)N2CCN(C(=O)c3ccco3)CC2)cc1OC returned Abeta rescue 3%, pAkt inh inactive, HepG2 viability -6%, A549 viability -1%, TGFb inhibitor 16%, CCT chaperon mod -0.8, Nrf2 activator -0.5% and MmCpn inh -1%.
`C[C@@H]1CN([C@H](C)CO)C(=O)CCCn2cc(nn2)CO[C@H]1CN(C)C(=O)c1ccc2ccn(C)c2c1` gave Abeta rescue 8%, pAkt inh inactive, HepG2 viability 15%, TGFb inhibitor 3%, CCT chaperon mod -1.9 and Nrf2 activator -0.1%.
`CCCc1cc(=O)n2nc(N3CCC(C(=O)NCc4ccco4)CC3)sc2n1` gave Abeta rescue 1%, pAkt inh inactive, HepG2 viability -3%, A549 viability 3%, TGFb inhibitor 5%, CCT chaperon mod -3.8, Nrf2 block 22%, Nrf2 activator 5.5% and MmCpn inh -1%.
`COc1ccc(C/C(C)=N/NC(=O)c2ccc(C)cc2C)cc1` gave Abeta rescue -7%, pAkt inh inactive, HepG2 viability -4%, A549 viability -5%, TGFb inhibitor 11%, CCT chaperon mod 1.8, Nrf2 block -5%, Nrf2 activator -0.6% and MmCpn inh 1%.
For Nc1cc2c(cc1O)CCCC2 the results were Abeta rescue -6%, pAkt inh inactive, HepG2 viability -10%, A549 viability -8%, TGFb inhibitor inconclusive, CCT chaperon mod 0.2, Nrf2 block 20%, Nrf2 activator 4.9% and MmCpn inh -1%.
